# Source: PubChem (Fisher Drug Discovery Resource Center)
# mcGAS lum – cyclic GMP-AMP synthase inhibitors, mouse, primary biochemical chemiluminescence; Q8C6L5; recombinant cGAS, Kinase-Glo ATP depletion luminescence; inhibition, % at 12.5 µM; hit rate 0.15% among 160,000; AID 1259399, 2018;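 further: 0% = negative control wells and 100% = reference inhibitor with no enzyme activity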
# NPYLR7 agonist – agonists of mosquito NPYLR7 receptor, primary screen, cell-based, Aedes aegypti, calcium fluorescence, mosquito biting behavior. Aedes aegypti neuropeptide Y-like receptor 7 (NPYLR7). HEK293T NPYLR7/Galpha15, GCaMP6s calcium fluorescence. activation, % at 10 µM. hit rate 0.15% among 270,000. AID 1259423, 2018; in the data active means activation above about 40%;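 further: 0% = vehicle and 100% = reference agonist at the receptor; some compounds past the cut are filed as inactive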
# hcGAS lum – Primary biochemical luminescence assay for human cyclic GMP-AMP synthase inhibitors; Q8N884; recombinant h-cGAS, ATP depletion, Kinase-Glo luminescence; inhibition, % at 12.5 µM; hit rate 0.081% among 290,000; AID 1259398, 2018;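 further: 0% = vehicle reaction and 100% = reaction without DNA for no activity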
# Target sequence (Q8N884 whole entry, looked up): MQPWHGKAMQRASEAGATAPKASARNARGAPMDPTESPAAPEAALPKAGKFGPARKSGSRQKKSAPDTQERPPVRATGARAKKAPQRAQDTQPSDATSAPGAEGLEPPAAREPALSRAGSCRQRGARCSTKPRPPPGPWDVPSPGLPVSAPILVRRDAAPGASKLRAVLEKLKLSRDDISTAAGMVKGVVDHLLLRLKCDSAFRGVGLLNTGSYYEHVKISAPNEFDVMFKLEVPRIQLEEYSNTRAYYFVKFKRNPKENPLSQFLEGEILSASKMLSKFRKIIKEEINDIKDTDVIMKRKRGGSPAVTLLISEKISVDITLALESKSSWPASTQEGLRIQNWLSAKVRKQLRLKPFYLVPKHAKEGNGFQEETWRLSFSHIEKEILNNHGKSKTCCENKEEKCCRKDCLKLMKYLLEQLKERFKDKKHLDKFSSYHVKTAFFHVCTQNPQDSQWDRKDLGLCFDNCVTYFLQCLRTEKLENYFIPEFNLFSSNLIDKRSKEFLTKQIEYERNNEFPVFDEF
# * hit, by the source's call; x = no result given; & = joins results of further samples. Unless noted, no stated cut-off is given here; in the data, active means inhibition above about 40%; inactive means the rest.
# A first look (7 entries):
[1] CCOC(=O)c1c(C)[nH]c(C(=O)N2CCOC3(CNCCOC3)C2)c1C (stereo not given)
[2] CCCC1CCc2nc(NC(=O)c3ccn[nH]3)sc2C1 (stereo not given)
[3] COc1ccc(-n2c(=O)c3ccccc3n(C(C)C(=O)NCc3ccc(F)cc3)c2=O)cc1 (stereo not given)
[4] COc1cc(-c2oc3cc(OCc4ccccc4)ccc3c(=O)c2O)cc(OC)c1OC
[5] COC(=O)c1cc(Cl)c2c(c1)CC(CNC(=O)CCCCCl)O2 (stereo not given)
[6] Cc1ccc(Cc2nsc(N3CCN(C(=O)c4ccc(Cl)c([N+](=O)[O-])c4)CC3)n2)cc1
[7] O=C(COc1ccc(F)cc1)N1CCN(c2nccn2-c2cccc(Cl)c2)CC1
screen / no. | 1 | 2 | 3 | 4 | 5 | 6 | 7
mcGAS lum | -12 | x | -6 | x | -10 | -5 | -5
NPYLR7 agonist | 0 | -21 | 17 | 2 | 1 | 15 | 1
hcGAS lum | -8 | -3 | -6 | -1 | -7 | -6 | -4

# The whole of this part, previewed entries included:
[1] CCOC(=O)c1c(C)[nH]c(C(=O)N2CCOC3(CNCCOC3)C2)c1C (stereo not given)
[2] CCCC1CCc2nc(NC(=O)c3ccn[nH]3)sc2C1 (stereo not given)
[3] COc1ccc(-n2c(=O)c3ccccc3n(C(C)C(=O)NCc3ccc(F)cc3)c2=O)cc1 (stereo not given)
[4] COc1cc(-c2oc3cc(OCc4ccccc4)ccc3c(=O)c2O)cc(OC)c1OC
[5] COC(=O)c1cc(Cl)c2c(c1)CC(CNC(=O)CCCCCl)O2 (stereo not given)
[6] Cc1ccc(Cc2nsc(N3CCN(C(=O)c4ccc(Cl)c([N+](=O)[O-])c4)CC3)n2)cc1
[7] O=C(COc1ccc(F)cc1)N1CCN(c2nccn2-c2cccc(Cl)c2)CC1
[8] CCc1cc(N(CC)CCN(CC)CC)n2ncnc2n1
screen / no. | 1 | 2 | 3 | 4 | 5 | 6 | 7 | 8
mcGAS lum | -12 | x | -6 | x | -10 | -5 | -5 | -6
NPYLR7 agonist | 0 | -21 | 17 | 2 | 1 | 15 | 1 | 23
hcGAS lum | -8 | -3 | -6 | -1 | -7 | -6 | -4 | -1

[9] CCc1nc(Cn2cnc(-c3ccccc3)c2-c2ccc(C)cc2OC)no1
[10] COc1ccc(C(=O)N2CCSC23CCN(C(=O)Nc2ccc(OC)cc2OC)CC3)cc1
[11] CCc1nc2c(OCc3ccccc3)cccn2c1N(C)C(=O)COc1ccccc1
[12] Oc1cccc(-c2cn(Cc3cnn(Cc4ccccc4)c3)nn2)c1
[13] Cc1c(/C=C/C(=O)c2ccccc2)cnn1C
[14] CC(C)C1CN(C(=O)c2ccc(-n3cncn3)cc2)c2ccccc2N1 (stereo not given)
[15] COc1ccc(OC)c2sc(N3CCN(C(=O)C4=COCCO4)CC3)nc12
[16] COC(=O)c1c(C)[nH]c(C(=O)C(C)OC(=O)C=C(C)C)c1C (stereo not given)
screen / no. | 9 | 10 | 11 | 12 | 13 | 14 | 15 | 16
mcGAS lum | x | -1 | -3 | -11 | -3 | x | -8 | x
NPYLR7 agonist | 2 | -3 | -1 | -1 | -2 | -3 | 5 | 16
hcGAS lum | -5 | 2 | -2 | -7 | -8 | -8 | -7 | -2

[17] CCN(CC)c1ccc(/C=C2/SC(=S)N(c3cccc(C(F)(F)F)c3)C2=O)cc1
[18] Cn1c(=O)c2c(ncn2CC(=O)NCCCO)n(C)c1=O
[19] C=CCNS(=O)(=O)C1CON(C)C1c1ccc(C#N)cc1 (stereo not given)
[20] CCC(C(=O)N1CCN(C(C(=O)N(CC)CC)C2CCCC2)CC1)c1ccccc1 (stereo not given)
[21] CCn1c(-c2ccc3c(c2)OCCO3)cnc1SC1CCOC1=O (stereo not given)
[22] C/C=C/C=CC(=O)N(C)C(C)c1cccc(S(N)(=O)=O)c1 (stereo not given)
[23] CC(NC(=O)CCNC(=O)c1ccc(F)cc1)c1cnn(-c2ccccc2)c1 (stereo not given)
[24] CO[C@H]1CN(C(=O)c2cccnc2SC)[C@H]2Cc3c(oc4ccccc34)[C@@H]1C2
screen / no. | 17 | 18 | 19 | 20 | 21 | 22 | 23 | 24
mcGAS lum | -1 | x | x | -4 | x | x | -13 | -7
NPYLR7 agonist | 2 | 17 | 7 | -4 | 0 | -4 | -6 | 14
hcGAS lum | -4 | -9 | 1 | -1 | -1 | -2 | -3 | -2

[25] CCC(C(=O)NC1CC1)n1c(=O)n(-c2ccc(F)c(Cl)c2)c(=O)c2ccccc21 (stereo not given)
[26] CC(=O)c1c(C)[nH]c(N=Nc2cccc(C(=O)OCC(=O)Nc3ccc(F)cc3)c2)c1C
[27] Cc1ccc(CN(C)C(=O)c2ccc(F)c(S(N)(=O)=O)c2)o1
[28] CC(C)(C)C(=O)NCCC(=O)NCc1ccc(F)c(Cl)c1
[29] CC(Cl)C(=O)N(C)c1ccc(-c2onc3c2CCc2ccccc2-3)cc1 (stereo not given)
[30] COc1cccc(N2CCN(c3nc(-c4ccccc4F)nc4ccccc34)CC2)c1
[31] CC(C)NC(=O)N(Cc1ccccc1)CC1CC(c2ccc(N(C)C)cc2)=NO1 (stereo not given)
[32] COCCCN(CC(=O)N(CCc1ccc(OC)c(OC)c1)Cc1cccs1)C(=O)Nc1ccc(F)c(Cl)c1
screen / no. | 25 | 26 | 27 | 28 | 29 | 30 | 31 | 32
mcGAS lum | -4 | -2 | x | -18 | -13 | -5 | -10 | -4
NPYLR7 agonist | 7 | -6 | 6 | 9 | 1 | 0 | x | 1
hcGAS lum | -4 | -8 | -3 | -7 | -29 | -2 | -2 | 0

# Another view of 4 compounds above:
item	SMILES	mcGAS lum	NPYLR7 agonist	hcGAS lum
26	CC(=O)c1c(C)[nH]c(N=Nc2cccc(C(=O)OCC(=O)Nc3ccc(F)cc3)c2)c1C	-2	-6	-8
27	Cc1ccc(CN(C)C(=O)c2ccc(F)c(S(N)(=O)=O)c2)o1	x	6	-3
28	CC(C)(C)C(=O)NCCC(=O)NCc1ccc(F)c(Cl)c1	-18	9	-7
29	CC(Cl)C(=O)N(C)c1ccc(-c2onc3c2CCc2ccccc2-3)cc1 (stereo not given)	-13	1	-29

# Additional entries:
[33] COc1cc(C(=O)N(C)CC(=O)Nc2c(C)cc(C)cc2C)ccn1
[34] COC(=O)c1cc2n(n1)CCCN(C(=O)c1scc3c1OCCO3)C2
[35] O=C1NCCCCC1Sc1nncn1Cc1ccco1 (stereo not given)
[36] O=S(=O)(NC[C@@H]1[C@H](O)[C@@H]2O[C@H]1c1ccccc12)c1cccs1
[37] Cc1cc(C)cc(NC(=O)COc2ccccc2/C=N\NC(=O)C(=O)NCCc2ccccc2)c1
[38] CN1CCN(c2ccc(NC(=O)CCCSc3ccccc3)cc2)CC1
[39] Cc1cc(C)n(CCNS(=O)(=O)NCc2ccccc2)c(=O)n1
[40] O=C(CNC1CC1)N(Cc1ccco1)CC1CCCO1 (stereo not given)
screen / no. | 33 | 34 | 35 | 36 | 37 | 38 | 39 | 40
mcGAS lum | x | -15 | 0 | -9 | x | 4 | -12 | x
NPYLR7 agonist | 1 | 12 | 3&-1 | 3 | 7 | -14 | x | 18
hcGAS lum | -16 | -1 | -9&-2 | -2 | -6 | 3 | -8 | -3

[41] CCC[C@@H]1C[C@@H](C(=O)N[C@@H](C2O[C@H](SC)[C@H](O)[C@@H](O)[C@H]2O)[C@H](C)Cl)N(C)C1 (stereo not given in full)
[42] OC[C@H]1O[C@@H](n2cnc3c(NCc4ccco4)ncnc32)[C@H](O)[C@@H]1O
[43] Cc1ccc(C)c(N2C(=O)c3ccc(C(=O)NC4CCCCC4C)cc3C2=O)c1 (stereo not given)
[44] Cc1ccnc2nc(C(C#N)C(=O)/C=C/c3cccc(Cl)c3)[nH]c12 (stereo not given)
[45] O=C(NC1CCCC1)c1ccc(Oc2ccccc2)cc1
[46] CN(C)S(=O)(=O)NCC1CC2c3ccccc3C1c1ccccc12 (stereo not given)
[47] Cc1ncccc1Oc1ncnc(N2CCCC(O)(CO)CC2)c1C (stereo not given)
[48] Fc1ccccc1OCC1CCCN(Cc2nc(-c3cccs3)no2)C1 (stereo not given)
screen / no. | 41 | 42 | 43 | 44 | 45 | 46 | 47 | 48
mcGAS lum | -5 | -4 | x | -9 | -2 | -7 | -18 | -5
NPYLR7 agonist | 0&-2 | 7 | -2 | 0 | 0 | 11 | 18 | 20&-6
hcGAS lum | -2&0 | -2 | -9 | -4 | 6 | -8 | -6 | -5&-5

[49] COC(=O)[C@H](CC(C)C)NS(=O)(=O)NCc1ccccc1
[50] S=C(NCC1COc2ccccc2O1)NC1CC2CCC1C2 (stereo not given)
[51] O=C(NCCCl)NCc1nnnn1-c1cccc(F)c1
[52] O=C(NCc1ccc2c(c1)OCO2)c1cccnc1N1CCN(C(=O)c2ccc(-c3cccc(Cl)c3)s2)CC1
[53] CCOC(=O)c1c(NC(=O)c2ccc(OC)cc2)sc(C(=O)Nc2ccc(OC)cc2)c1C
[54] CCOC(=O)Cn1c(=NC(=O)CCCS(=O)(=O)Cc2ccccc2)sc2cc(F)cc(F)c21
[55] CC(C)c1nccn1C(C)C(=O)N(C)Cc1nncn1C(C)C (stereo not given)
[56] CCOc1ccccc1NC(=O)NCc1nnc(SCc2cccc(OC)c2)n1-c1ccc(C)cc1
screen / no. | 49 | 50 | 51 | 52 | 53 | 54 | 55 | 56
mcGAS lum | x | x | x | -5 | -5 | -9 | x | -5
NPYLR7 agonist | 16 | -1 | -7 | 19 | -8 | -10 | 2 | 19
hcGAS lum | -2 | 2 | 3 | -1 | -7 | -11 | -5 | -3

[57] COCCN(Cc1c(-c2ccccc2)noc1N1CCc2ccccc2C1)CC(O)COC (stereo not given)
[58] COc1ccc(Cl)cc1S(=O)(=O)N1CCN(c2c(Cc3ccccc3)c(C)nc3ncnn23)CC1
[59] O=C1NCCN1C(=O)c1ccco1
[60] O=C(O)C1CC=CCC1C(=O)N1CCCCc2ccccc21 (stereo not given)
[61] COC(=O)C(NC(=O)Cc1ccccc1)(Nc1cccc(C)n1)C(F)(F)F (stereo not given)
[62] Cc1cccn2c(=O)c3cc(C(=O)N4CCCCC4C)sc3nc12 (stereo not given)
[63] CC1CC(N2CCN(Cc3cccc(O)c3)CC2)C(=O)O1 (stereo not given)
[64] CC(C)c1ccccc1N1C(=O)CSC1c1ccc(NC(=O)COc2ccc(Cl)cc2)cc1 (stereo not given)
screen / no. | 57 | 58 | 59 | 60 | 61 | 62 | 63 | 64
mcGAS lum | -4 | -8 | -1 | x | x | x | x | -6
NPYLR7 agonist | x | -2 | 0 | -8 | 1 | 12 | 4 | 1
hcGAS lum | -3 | -4 | 1 | 1 | -6 | -2 | -5 | -3

[65] O=C(NCCCO)c1nnc2n(c1=O)CCN2c1ccc(F)cc1
[66] O=C(CN1C(=O)CSC(c2cccc(Cl)c2)c2c(-c3ccccc3)nn(-c3ccccc3Cl)c21)NCc1ccc(F)cc1 (stereo not given)
[67] CCOc1ccc2c(c1)C=C(C(=O)N1CC(=O)Nc3ccccc31)CO2
[68] O=C(O)CCC(=O)c1ccc(Cl)s1
[69] COc1cccc(CNC(=O)c2cccnc2N2CCCC2c2ccccn2)c1OC (stereo not given)
[70] CCCN(CCc1c[nH]c2ccc(NC(=O)c3cnc4ccccc4n3)cc12)CC1CC1
[71] COc1ccc(NC(=O)N2CCC(Cc3ccc(C(F)(F)F)cc3)CC2)cc1
[72] CCn1ncnc1CN1CCC(CNC(=O)c2cccc(C)c2)C1 (stereo not given)
screen / no. | 65 | 66 | 67 | 68 | 69 | 70 | 71 | 72
mcGAS lum | -6 | -6 | x | x | -5 | -8 | 0 | x
NPYLR7 agonist | 4 | 14 | 6 | 13 | 4 | 0 | 3 | 5
hcGAS lum | -1 | -16 | -13 | -10 | -3 | -8 | 4 | -6

[73] Cc1c(NC(=O)NC2CCN(CC3CCCO3)CC2)cnn1C (stereo not given)
[74] CC(C(=O)Nc1ccc(F)c(F)c1)n1nc(-c2ccc(F)cc2)oc1=O (stereo not given)
[75] CN(C)c1cccc(Nc2cc3c(cn2)cc(-c2cccnc2)n3Cc2ccccc2)c1
[76] CCN1CC=C2C(C1)C1(C(=O)Nc3ccccc31)C(C#N)C(=N)C2(C#N)C#N (stereo not given)
[77] O=C(NCc1ccc2c(c1)OCCO2)C1CCN(S(=O)(=O)c2ccccc2F)CC1
[78] Cc1ccc(C)c(C2CC(=O)Nc3c2c(C)nn3-c2ccc3nncn3n2)c1 (stereo not given)
[79] Brc1cccc(-c2nnc(SCC=Cc3ccccc3)o2)c1
[80] CN(CC(=O)O)c1nc(Cc2ccccc2)ns1
screen / no. | 73 | 74 | 75 | 76 | 77 | 78 | 79 | 80
mcGAS lum | -7 | x | 0 | x | -2 | x | x | x
NPYLR7 agonist | x | 3 | 0 | 29 | 1 | -15 | 0 | 4
hcGAS lum | -13 | -2 | -2 | 0 | 3 | -2 | -5 | -7

[81] Cc1oc(-c2cccc(Cl)c2)nc1CN1CCN(C)C(=O)C1
[82] Cc1ccc(-c2cc3c(SCC(N)=O)nccn3n2)cc1
[83] CC(C)SC(=N)N
[84] CC(=O)c1ccccc1-c1cc(-n2cccn2)ncn1
screen / no. | 81 | 82 | 83 | 84
mcGAS lum | -14 | -6 | x | x
NPYLR7 agonist | 19 | 10 | -12 | 17
hcGAS lum | -3 | -4 | -3 | -9

# No enrichment for hits; about 0.29% have a hit in one of these screens.
